GLP-1R inv ag = acts as inverse agonist at human GLP-1 receptor. HEK293 GLP-1R CRE-luciferase, luminescence, 24 h; GLP-1R form is constitutively active. hit rate 1.6% among 410,000. P43220. AID 624417. Potency, µM (top dose mostly 38.3 µM), without a hit: at the top dose activity change, negative = inhibition, hits mostly inhibitors; also: potency is read from the fitted curve at half-maximal effect; % is scaled to controls: 0 for no effect and ±100 for the full control effect; nearly all actives have a fitted effect of over 55% in size
Target sequence (P43220 whole entry, looked up): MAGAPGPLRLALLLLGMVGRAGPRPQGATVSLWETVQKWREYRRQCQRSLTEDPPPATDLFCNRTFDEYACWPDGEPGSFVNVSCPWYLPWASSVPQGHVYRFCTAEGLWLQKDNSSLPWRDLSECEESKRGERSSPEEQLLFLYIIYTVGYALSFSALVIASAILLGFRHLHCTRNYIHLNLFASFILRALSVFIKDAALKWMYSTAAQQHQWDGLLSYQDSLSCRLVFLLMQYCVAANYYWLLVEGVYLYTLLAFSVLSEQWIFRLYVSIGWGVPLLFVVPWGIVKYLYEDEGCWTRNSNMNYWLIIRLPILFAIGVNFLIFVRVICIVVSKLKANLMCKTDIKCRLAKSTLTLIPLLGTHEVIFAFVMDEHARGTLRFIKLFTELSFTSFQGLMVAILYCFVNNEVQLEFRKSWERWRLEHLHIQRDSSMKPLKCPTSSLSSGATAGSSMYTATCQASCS
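Luminescence readout: a drop in cAMP-driven luciferase signal flags inverse agonism at a constitutively active GLP-1R stably expressed in HEK293. Compound exposure lasted 24 hr at 37 deg C, 5% CO2.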
PTHR1 agonist = PTHR1 (human) receptor agonism. Q03431. HEK293 GP2 PTHR1 cells, GloSensor cAMP luminescence, 1 h. Potency, µM (series often up to 115 µM), inactives show at the top dose activation, hits mostly activators. hit rate 0.075% among 410,000. AID 743266; also: potency is read from the fitted curve at half-maximal effect; nearly all actives have a fitted effect of over 55% in size; some results filed as inactive show a strong effect at the top dose; inactives centre near -15; many of its hits are not listed in these tables
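HEK-293-derived GP2 cells expressing PTHR1 and a GloSensor cAMP reporter, 3,000/well, plated overnight, given luciferin plus IBMX (each 0.5 mM as added) for 1 h at 37 °C, then compound for 1 h at 37 °C. Luminescence was read after 15 min at room temperature.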
GLP1R ag = GLP-1 receptor (human) agonism | HEK293 GLP-1R CRE-luciferase, luminescence, 4-6 h; cells express a hypersensitive GLP-1R form | Potency, µM (highest dose often 45.6 µM), for the others: at the highest dose activation, usual class: activators | hit rate 0.007% among 380,000 | AID 624172; also: potency is read from the fitted curve at half-maximal effect; % of control where 0% means no effect
D3 ag = activates the human D3 dopamine receptor. P35462. max activation, %. D3R DiscoveRx beta-arrestin cells, luminescence, 90 min. hit rate 0.58% among 410,000. AID 652048; in the data active = max activation above about 30%; also: 0% is about no effect; mostly tested at two doses, the higher about 12 µM
Target sequence (P35462 whole entry, looked up): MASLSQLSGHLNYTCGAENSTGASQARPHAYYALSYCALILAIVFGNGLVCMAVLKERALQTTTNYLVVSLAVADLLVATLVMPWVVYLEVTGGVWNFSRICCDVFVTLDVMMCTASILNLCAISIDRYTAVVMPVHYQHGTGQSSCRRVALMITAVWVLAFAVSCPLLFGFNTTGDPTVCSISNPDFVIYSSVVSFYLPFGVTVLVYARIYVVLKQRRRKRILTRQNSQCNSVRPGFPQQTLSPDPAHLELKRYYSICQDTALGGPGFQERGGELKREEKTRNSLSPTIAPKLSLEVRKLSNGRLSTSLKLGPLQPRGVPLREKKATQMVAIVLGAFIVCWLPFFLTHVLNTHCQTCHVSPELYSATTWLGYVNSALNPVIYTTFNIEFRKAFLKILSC
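Cells at 1500/well, incubated overnight, then treated with pinned compounds (dopamine as control) for 90 min at 37 degrees C. DiscoveRx reagent added for 30 - 60 minutes at room temperature; luminescence read.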
HEK293 tox = cytotoxicity in counter-screen for GLP-1R inverse agonists; Potency, µM (titrated, usually from 38.3 µM), for the others: top-dose activity change, negative = inhibition, actives largely listed as inhibitors; hit rate 0.13% among 410,000; AID 624418; HEK293 cAMP-luciferase reporter cells, luminescence, 24 h;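 also: loss of luciferase light is scored as toxicity; potency is read from the fitted curve at half-maximal effect; % is scaled to controls: 0 for no effect and ±100 for the full control effect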
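A 23 nL compound transfer followed 12 hours of cell culture at 37 deg C; exposure then lasted 24 hr. Luciferase assay detection reagent was dispensed and plates read for luminescence after a 12 min room-temperature wait.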
TDP-43 yeast inh = rescues yeast growth from TDP-43 toxicity | TDP-43 expressing yeast growth rescue, BacTiter-Glo, 24 h | Potency, µM (titrated, usually from 46.1 µM), for inactives: top-dose growth rescue (activation), actives largely listed as activators | hit rate 1.8% among 410,000 | AID 652104; also: potency is read from the fitted curve at half-maximal effect; % of control where 0% means no effect; nearly all actives have a fitted effect of over 50% in size
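Luminescence from BacTiter-Glo reports growth of TDP-43-expressing yeast after 24 hr at 30 deg C with compound. Cells were raffinose-pregrown to mid-log, then seeded in galactose medium at OD600=0.02.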
KB-V1 cytotox = KB-V1 MDR subline cytotoxicity; hit rate 3.4% among 400,000; Potency, µM (doses to about 46.1 µM), for the others: at the highest dose activity change, negative = cytotoxicity, usual class: cytotoxic; AID 1347076; KB-V1 MDR cells viability, CellTiter-Glo, 72 h; also: potency is read from the fitted curve at half-maximal effect; % is scaled to controls: 0 for no effect and ±100 for the full control effect; nearly all actives have a fitted effect of over 60% in size
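In this primary screen, KB-V1 cells overexpressing P-gp are incubated with library compounds (lowest to highest concentration) for 72 h at 37 degrees C before a luminescent ATP viability read.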
D3 antag = antagonists of human D3 dopamine receptor | P35462 | D3R cells, DiscoveRx beta-arrestin luminescence, antagonist mode; hits give low values | max response, negative = inhibition, % | hit rate 2.5% among 360,000 | AID 652054; in the data active = max response below about -50%; inconclusive = no clear call, values can overlap the other calls; also: % is scaled to controls: 0 for no effect and ±100 for the full control effect; mostly tested at two doses, the higher about 12 µM
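Cells expressing the human receptor were seeded at 1500 cells/well, incubated overnight at 37 degrees C in 5% CO2, then exposed to library compounds with dopamine controls for 90 minutes at 37 degrees C before luminescent detection.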
aSyn rescue = inhibitors of alpha-synuclein toxicity in yeast; Yeast expressing alpha-synuclein, growth rescue, BacTiter-Glo, 24 h; Potency, µM (doses to about 46.1 µM), inactives show at the top dose growth rescue (activation), actives largely listed as activators; hit rate 0.14% among 370,000; also: potency is read from the fitted curve at half-maximal effect; % of control where 0% means no effect; nearly all actives have a fitted effect of over 65% in size
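Galactose-induced alpha-syn yeast (OD600=0.02, raffinose-pregrown) + pinned cpd, 24 hr, 30 deg C; growth by BacTiter-Glo luminescence. Growth restoration scores as activation.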
Numbers without * were called inactive; i = inactive; u = inconclusive; x = no result given; [ ] = dose if it differs, or a comment. Unless noted, calls follow the shape of the dose curve; as a rule, active = well fitted curve in the direction sought with a large enough effect; inconclusive = small, poorly fitted or top-dose-only effect, or another doubt; inactive = no such curve, though single readings can be large; an effect the other way counts as inactive or inconclusive. A portion of the library, so the mix of outcomes need not match the whole.

SMILES	GLP-1R inv ag	PTHR1 agonist	GLP1R ag	D3 ag	HEK293 tox	TDP-43 yeast inh	KB-V1 cytotox	D3 antag	aSyn rescue
COc1ccccc1C1=NOC(C)(c2nnc(-c3cccc(Cl)c3)o2)C1 (stereo unspecified)	14%	-40%[inhibitor]	-8%	-2	-2%	16%	0%	0	18%
COc1cc(OC)c(-c2oc3ccccc3c(=O)c2O)c(OC)c1	u	i	-1%	-12	-16%	7%	u	-18	-12%
CN(C)S(=O)(=O)c1cccc(NC(=O)c2sccc2-c2ccccc2)c1	u	i	13%	7	12%	0%	x	11	-12%
OC(COCc1ccccc1)CN1CCN(Cc2ccc3c(c2)OCO3)CC1 (stereo unspecified)	u	-1%	0%	-13	-8%	1%	-25%	-20	-2%
C[C@@]1([C@@H](NC(=O)c2cccs2)c2ccc(-c3ccccc3)cc2)C[C@H]1C1CCCCC1	u	i	-5%	-4	6%	7%	-4%	4	4%
COc1ccc(C(=O)N/N=C/c2cccnc2)cc1	18%	i	5%	-1	6%	8%	-5%	0	10%
CCOC(=O)c1c(-c2ccc(C)cc2)csc1NC(=O)c1cc(=O)c2ccc(C)cc2o1	4%	-10%	x	-18	15%	0%	22%	x	x
Cc1ccc(SCc2noc(C(=O)NC(C)C)c2C(=O)O)cc1C	u	i	-3%	2	4%	7%	0%	21	-12%
CCOC(=O)C1(Cc2cccc(OC)c2)CCCN(S(=O)(=O)CC)C1 (stereo unspecified)	-10%	i	7%	2	4%	-12%	-5%	29	3%
O=C1C(c2c(O)[nH]c3ccccc23)=Nc2ccccc21	4%	-15%	6%	0	-1%	18%	4%	-4	5%
Cc1ccc(NC(=O)c2sc3ncn(CC(=O)N4CCOCC4)c(=O)c3c2C)c(Br)c1	19%	i	-2%	2	0%	14%	-6%	5	3%
COc1ccc(CCNC(=O)c2ccc(Cl)c(S(=O)(=O)N(C)c3ccccc3)c2)cc1	u	-39%[inhibitor]	0%	2	-1%	14%	-15%	63	0%
COc1ccc(OC)c(C(=O)COC(=O)c2c(OC)cccc2OC)c1	5%	-7%[57.5 µM]	4%	-4	-15%	-6%	-7%	31	-3%
N#C/C(=C1/C(=O)Nc2ccc(Br)cc21)c1ccccn1	u	i	8%	-5	6%	13%	4%	-16	-2%
CCOC(=O)/C(C#N)=C/c1ccc(OCC(=O)Nc2cc(C)ccc2C)c(OC)c1	2%	i	-6%	-4	2%	-1%	-2%	27	0%
Cc1cc(C)c(NC(=O)CSCc2nc3sc(C)c(C)c3c(=O)[nH]2)c(Cl)c1	-15%	i	-2%	7	14%	9%	-3%	-13	9%
Cc1ccc(S(=O)(=O)NNC(=S)Nc2ccc(Cl)cc2)cc1	u	-54%[inhibitor]	-2%	-3	u	23%	20%	2	1%
COc1ccc(S(=O)(=O)/C(C#N)=C/Nc2cccc(OC)c2)cc1	-21%	-15%	1%	-8	11%	-4%	1%	20	8%
Cc1cc(=O)oc2cc(NC(=O)C(C)Oc3ccc(F)cc3)ccc12 (stereo unspecified)	12%	i	1%	-18	3%	-5%	-5%	2	1%
Cc1[nH]c2ccc(F)cc2c1CCN(Cc1cccnc1)C(=S)Nc1ccc(F)cc1	u	-21%	8%	-4	-23%	16%	-4%	-13	-2%
CN(C)CCNc1cc(-c2ccncc2)nc2ccccc12	-10%	i	-4%	-6	-24%	0%[9.22 µM]	-14%	0	-5%
O=C1CC(c2ccccc2)c2ccc(O)cc2O1 (stereo unspecified)	2%	-12%	2%	-5	-18%	5%	-2%	-1	-1%
O=C(COc1ccccc1)Nc1nc2c(s1)CCCC2	u	-11%	29%	-13	3%	28%	-6%	-77*	5%
O=C(O)c1ccc(S(=O)(=O)N(Cc2ccccc2)C2CCCCC2)cc1	-10%	u	-3%	-5	16%	0%	0%	1	4%
Cc1ccc(-c2nc(-c3ccncc3)no2)cc1Cl	44%[activator]	-15%	7%	12	3%	u	15%	11	3%
CCN1CCN(c2ccc(S(=O)(=O)N3CCCCC3)cc2N)CC1	8%	-25%	-4%	-15	2%	1%	-3%	-10	4%
Cc1ccccc1CSCC(=O)Nc1ccccc1Br	u	-20%	13%	-7	-4%	u	2%	15	18%
COC(=O)CNc1nc(Cl)nc(Nc2ccc(C)cc2)n1	17%	-16%	7%	-10	-2%	-21%	0%	-14	-8%
O=c1[nH]ncc2c3ccccc3n(Cc3ccccc3F)c12	2%	-10%[57.5 µM]	12%	-9	-3%	-20%	5%	-60*	-5%
COC(=O)c1n[nH]n(-c2ccc(F)c(Cl)c2)c1=O	0%	i	-1%	2	18%	19%	21%	8	3%
CC(=O)N1N=C(c2cccnc2)OC1c1ccc(C(C)C)cc1 (stereo unspecified)	1%	-10%	5%	15	-2%	-13%	u	1	-1%
O=C(O)CC/C(=N\NC(=O)c1ccccc1)c1cccs1	0%	-22%	5%	-1	-3%	14%	14%	0	1%
CC1CC(C)CN(S(=O)(=O)c2cccc(C(=O)OCCN3CCCC3=O)c2)C1 (stereo unspecified)	u	i	15%	-5	-5%	13%	u	0	2%
CC(C)c1ccc(NC(=O)c2cnn3c(C(F)F)cc(-c4ccccc4)nc23)cc1	4%	-5%	0%	-5	-2%	11%	0%	x	x
O=C(Cn1cnc2c(oc3ccccc32)c1=O)Nc1ccc(F)cc1F	5%	-20%	x	-30	35%[activator]	-1%[9.22 µM]	1%	x	x
CCCOc1ccc(C(=O)NC(=S)Nc2nc3ccccc3s2)cc1	-2%	i	2%	-1	-22%	-1%	-1%	4	3%
CCOC(=O)c1c(C)[nH]c(C)c1S(=O)(=O)N(C)CC(=O)Nc1cc(Cl)ccc1OC	1%	u	x	-16	3%	-8%	-3%	x	x
CCN1C(=O)C(O)(c2c[nH]c3ccccc23)c2cc(Br)ccc21 (stereo unspecified)	u	-33%[inhibitor]	-4%	4	5%	11%	26%	x	x
O=C(c1ccccc1)c1ccccc1C(=O)N1CCCC1	16%	18%	11%	-3	2%	-6%	-17%	-50*	-6%
Cc1ccc(C(=O)NCc2ccco2)c(C)c1	7%	-1%	1%	16	13%	u	u	-1	9%
CCC(=O)Nc1nc2ccc3sc(C)nc3c2s1	51%[activator]	i	11%	3	0%	4%	u	14	7%
COc1cc(C(=O)NCCC(=O)NC2CCCc3ccccc32)cc(OC)c1OC (stereo unspecified)	-6%	i	0%	6	7%	3%	0%	7	-3%
CCCCOc1ccc(CNC(=O)Cc2ccc(NC(=O)N3CCSc4ncccc43)cc2)cc1	u	-84%[inhibitor]	x	-9	1%	4%	-3%	x	x
CCn1c(SCC(=O)N2CCC(C)CC2)nc2c(c1=O)SCC2	9%	i	2%	11	-7%	2%	-16%	40	-2%
COc1cccc2cc(-c3nnc(SCC(=O)Nc4cc(C(F)(F)F)ccc4Cl)n3N)oc12	0%	i	-3%	2	-22%	4%	-6%	-9	-1%
COc1ccc(NC(=O)C2Cc3cc(S(=O)(=O)N4CCCCC4)ccc3N2C(C)=O)cc1Cl (stereo unspecified)	10µM*	-14%	-3%	-1	-5%	-8%	6%	-9	2%

Arranged by SMILES length (lowest first): part of the list above
SMILES	GLP-1R inv ag	PTHR1 agonist	GLP1R ag	D3 ag	HEK293 tox	TDP-43 yeast inh	KB-V1 cytotox	D3 antag	aSyn rescue
Cc1ccc(C(=O)NCc2ccco2)c(C)c1	7%	-1%	1%	16	13%	u	u	-1	9%
CCC(=O)Nc1nc2ccc3sc(C)nc3c2s1	51%[activator]	i	11%	3	0%	4%	u	14	7%
O=C(c1ccccc1)c1ccccc1C(=O)N1CCCC1	16%	18%	11%	-3	2%	-6%	-17%	-50*	-6%
O=C(O)CC/C(=N\NC(=O)c1ccccc1)c1cccs1	0%	-22%	5%	-1	-3%	14%	14%	0	1%
CCn1c(SCC(=O)N2CCC(C)CC2)nc2c(c1=O)SCC2	9%	i	2%	11	-7%	2%	-16%	40	-2%
O=C(Cn1cnc2c(oc3ccccc32)c1=O)Nc1ccc(F)cc1F	5%	-20%	x	-30	35%[activator]	-1%[9.22 µM]	1%	x	x
CCN1C(=O)C(O)(c2c[nH]c3ccccc23)c2cc(Br)ccc21 (stereo unspecified)	u	-33%[inhibitor]	-4%	4	5%	11%	26%	x	x
COc1cc(C(=O)NCCC(=O)NC2CCCc3ccccc32)cc(OC)c1OC (stereo unspecified)	-6%	i	0%	6	7%	3%	0%	7	-3%
CC1CC(C)CN(S(=O)(=O)c2cccc(C(=O)OCCN3CCCC3=O)c2)C1 (stereo unspecified)	u	i	15%	-5	-5%	13%	u	0	2%
CC(C)c1ccc(NC(=O)c2cnn3c(C(F)F)cc(-c4ccccc4)nc23)cc1	4%	-5%	0%	-5	-2%	11%	0%	x	x
CCCCOc1ccc(CNC(=O)Cc2ccc(NC(=O)N3CCSc4ncccc43)cc2)cc1	u	-84%[inhibitor]	x	-9	1%	4%	-3%	x	x
COc1cccc2cc(-c3nnc(SCC(=O)Nc4cc(C(F)(F)F)ccc4Cl)n3N)oc12	0%	i	-3%	2	-22%	4%	-6%	-9	-1%
COc1ccc(NC(=O)C2Cc3cc(S(=O)(=O)N4CCCCC4)ccc3N2C(C)=O)cc1Cl (stereo unspecified)	10µM*	-14%	-3%	-1	-5%	-8%	6%	-9	2%

Screens deposited in PubChem by National Center for Advancing Translational Sciences (NCATS).
